# Screening results as filed in PubChem.
# mcGAS lum: cyclic GMP-AMP synthase inhibitors, mouse, primary biochemical chemiluminescence; Q8C6L5; recombinant cGAS, Kinase-Glo ATP depletion luminescence; inhibition, % at 12.5 µM; actives 0.15% (n = 160,000); AID 1259399, 2018;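 note: 0% = negative control wells and 100% = reference inhibitor with no enzyme activity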
# hcGAS inh: Primary biochemical luminescence assay for human cyclic GMP-AMP synthase inhibitors | Q8N884 | recombinant h-cGAS, ATP depletion, Kinase-Glo luminescence | inhibition, % at 12.5 µM | actives 0.081% (n = 290,000) | AID 1259398, 2018;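 note: 0% = vehicle reaction and 100% = reaction without DNA for no activity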
# Target sequence (Q8N884 whole entry, looked up): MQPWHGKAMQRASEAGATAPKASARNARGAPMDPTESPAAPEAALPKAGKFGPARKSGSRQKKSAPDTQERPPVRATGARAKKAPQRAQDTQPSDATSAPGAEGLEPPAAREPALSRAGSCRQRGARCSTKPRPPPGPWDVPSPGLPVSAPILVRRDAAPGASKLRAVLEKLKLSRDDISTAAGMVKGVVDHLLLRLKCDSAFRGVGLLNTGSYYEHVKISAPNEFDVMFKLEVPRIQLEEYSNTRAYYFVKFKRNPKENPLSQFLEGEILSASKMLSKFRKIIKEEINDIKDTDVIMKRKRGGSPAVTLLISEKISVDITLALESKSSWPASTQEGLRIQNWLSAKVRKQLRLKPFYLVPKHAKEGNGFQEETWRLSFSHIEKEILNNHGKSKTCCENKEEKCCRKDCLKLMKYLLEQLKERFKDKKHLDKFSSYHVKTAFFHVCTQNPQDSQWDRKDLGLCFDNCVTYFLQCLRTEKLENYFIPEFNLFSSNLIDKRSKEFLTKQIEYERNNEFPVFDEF
# NPYLR7 ag: agonists of mosquito NPYLR7 receptor, primary screen, cell-based, Aedes aegypti, calcium fluorescence, mosquito biting behavior; HEK293T NPYLR7/Galpha15, GCaMP6s calcium fluorescence; activation, % at 10 µM; actives 0.15% (n = 270,000); AID 1259423, 2018; in the data active = activation above about 40%;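 note: 0% = vehicle and 100% = reference agonist at the receptor; some compounds past the cut are filed as inactive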
# * marks the source's active call; other numbers are inactive results; . = no result given; & = joins results of further samples. Cut-off read from the data, not from the text of the source, unless noted: active = inhibition above about 40%; inactive = the rest.
# Every second line gives: mcGAS lum | hcGAS inh | NPYLR7 ag
- CC1CCCC(C)N1CC(O)COC12CC3CC(CC(C3)C1)C2 (stereo unspecified)
  -8 | -6 | 4
- COc1ccc(CC(N)c2csc(Nc3nc(C)cnc3C)n2)cc1 (stereo unspecified)
  -7 | -7 | -2
- Cc1ccc(C2c3ccsc3CCN2C(=O)CN(C(=O)/C=C/c2ccccc2)C2CC2)cc1 (stereo unspecified)
  -3 | -4 | -4
- CC(N)=C(C#N)C(=O)CSc1nnc(SCC(=O)C(C#N)=C(C)N)s1
  -6 | -8 | 0
- CCn1ncc(S(=O)(=O)N2CCC3(CCCNC3)C2)c1C (stereo unspecified)
  -16 | -4 | 2
- CC1CCc2c(sc3ncnc(NCc4ccco4)c23)C1 (stereo unspecified)
  . | -6 | 6
- N#Cc1c(NC(=O)c2noc3c2CCCC3)sc2c1CCC2
  . | -2 | -1
- COc1ccccc1C1c2[nH]c3ccccc3c2CCN1Cc1ccc(NC(C)=O)s1 (stereo unspecified)
  -6 | -3 | 1
- CCN(Cc1cccc(NCc2scnc2C)c1)C(C)=O
  . | -11 | 8
- Cc1nc(-c2ccccc2)n(Cc2c(F)cccc2Cl)n1
  . | -3 | 7
- CCC1CN(C(=O)C2CC2)C(CC)CN1C(=O)C1CC1 (stereo unspecified)
  . | -6 | 0
- CCCOC(NC(=O)CC)(C(F)(F)F)C(F)(F)F
  . | -7 | 4
- CCC(=N)C1=C(O)CC(C)(C)CC1=O
  . | -4 | 15
- CCN(Cc1ccc(Cl)s1)C(=O)c1ccc2c(c1)NC(=O)CO2
  -5 | -7 | 4
- Cc1ccccc1-c1nnc2ccc(-c3cncc4ccccc34)cn12
  -9 | -3 | 2
- C=CCn1c(C)nn(CN2CCCC2c2ccc(OC)cc2)c1=S (stereo unspecified)
  -7 | -3 | 9
- Cc1oc(-c2cccc(F)c2F)nc1COc1cccc2ccc(C(N)=O)nc12
  . | -2 | 1
- CN1CC(=Cc2ccccn2)C(=O)C(=Cc2ccccn2)C1
  . | -6 | 5
- CC(C)CCn1c(CN(C)Cc2cnccn2)cnc1S(=O)(=O)C(C)C
  . | -10 | 11
- O=C(NC1CCCN(C2CCCCCC2)C1)c1cn[nH]c1-c1ccccc1F (stereo unspecified)
  -10 | -10 | 2
- COc1ccc(C(=O)NCc2ccc3c(c2)cc(C)n3C)cc1
  -7 | -5 | 1
- CC(C)C(=O)N1N=C(c2cccc(NS(C)(=O)=O)c2)CC1c1ccccc1F (stereo unspecified)
  -9 | -8 | .
- CCN1CCN(C(=O)C2CCc3nn(C)c(=O)n3C2)CC1(C)C (stereo unspecified)
  1 | 5 | .
- CC(C(=O)NCc1ccco1)n1c(=O)n(-c2ccc(F)cc2)c(=O)c2ccccc21 (stereo unspecified)
  -2 | 1 | -7
- COc1cccc(CNC(=O)CCC2CCCN(C(=O)c3cccnc3SC)C2)c1 (stereo unspecified)
  . | -5&3 | 2
- O=C(Nc1cccs1)N1CCC(c2nnc(-c3ccc(F)cc3)o2)CC1
  -7 | 2 | -17
- CCOC(=O)C1=C(C)N(C)C(=O)NC1c1ccccc1F (stereo unspecified)
  -7&-4 | -4&-4 | 8&3
- Cc1ccc(C(C)NC(=O)CNCC(C)(C)CO)cc1 (stereo unspecified)
  -15 | -4 | 10
- O=C(NC1CCCCC1)N1CCc2c([nH]c3ccccc23)C1c1ccc(C(F)(F)F)cc1 (stereo unspecified)
  -4 | -5 | -7
- CCOc1cc(Cl)c(S(=O)(=O)N2CCCC2)cc1Cl
  . | -2 | 1

# Random excerpt: seven records from the list, in no set order.
# Every second line gives: mcGAS lum | hcGAS inh | NPYLR7 ag
- CCOc1cc(Cl)c(S(=O)(=O)N2CCCC2)cc1Cl
  . | -2 | 1
- Cc1ccccc1-c1nnc2ccc(-c3cncc4ccccc34)cn12
  -9 | -3 | 2
- N#Cc1c(NC(=O)c2noc3c2CCCC3)sc2c1CCC2
  . | -2 | -1
- C=CCn1c(C)nn(CN2CCCC2c2ccc(OC)cc2)c1=S (stereo unspecified)
  -7 | -3 | 9
- COc1ccccc1C1c2[nH]c3ccccc3c2CCN1Cc1ccc(NC(C)=O)s1 (stereo unspecified)
  -6 | -3 | 1
- CCN(Cc1ccc(Cl)s1)C(=O)c1ccc2c(c1)NC(=O)CO2
  -5 | -7 | 4
- O=C(NC1CCCN(C2CCCCCC2)C1)c1cn[nH]c1-c1ccccc1F (stereo unspecified)
  -10 | -10 | 2

# The listing continues.
# Every second line gives: mcGAS lum | hcGAS inh | NPYLR7 ag
- O=C(O)c1ccc([N+](=O)[O-])c2c1NC(C1CC=CCC1)C1CC=CC21 (stereo unspecified)
  -2 | -7 | -3
- Cc1[nH]c(=O)[nH]c(=O)c1CCC(=O)NCC1(c2ccc(F)cc2)CCC1
  . | -5 | 1
- S=c1[nH]nc(-c2cc(-c3ccccc3)nc3ccccc23)n1-c1ccccc1
  -4 | -10 | -3
- O=C(c1ccccc1)c1cccc(N=Cc2c(O)[nH]c(=O)[nH]c2=O)c1
  -5 | -5 | 3
- O=c1c2cc(Br)ccc2ncn1CC(O)COc1cccc2ccccc12 (stereo unspecified)
  . | 1 | 9
- CC1CC(C)CN(C(=O)C2CCN(S(=O)(=O)c3cccc(C(F)(F)F)c3)CC2)C1 (stereo unspecified)
  -6 | -6 | 0
- CCc1ccc(S(=O)(=O)NCCN2CCN(c3ccc(OC)cc3)CC2)s1
  . | -2 | -2
- COc1ccccc1CCC(=O)N1CCC(CCC(=O)Nc2cccc(C)c2)CC1
  -9 | -7 | 8
- CC(CCO)SCc1nc(C(C)(C)C)no1 (stereo unspecified)
  . | -4 | -2
- CC(NC(=O)COc1ccc(F)cc1)c1nc2ccccc2[nH]1 (stereo unspecified)
  -1 | 5 | 2
- CC(O)CCN(C)c1ncnc2ccc(F)cc12 (stereo unspecified)
  -3 | -1 | 4
- C=CCc1cccc2cc(C(=O)Nc3ccc(NC(C)=O)cc3)c(=O)oc12
  -3 | -2 | -3
- Cc1cc(F)ccc1S(=O)(=O)N1CCN(Cc2ccco2)CC1
  . | -1 | -1
- CCOC(=O)c1ccc(Cn2c3ccc(OC(F)(F)F)cc3c3nc4ccccc4nc32)o1
  -3 | 2 | -5
- Cc1ccc(C(=O)N(CC(C)C)CC2CN(C(=O)c3ccoc3)CCO2)cc1 (stereo unspecified)
  . | -5 | 3
- NC(=O)CSc1ccc(-c2cccnc2)nn1
  -2 | 0 | -15
- CN1C(C(=O)Nc2ccccn2)=C(O)c2ccccc2S1(=O)=O
  -4&-4 | -3&4&-5&-5 | -1&-1&5&1
- Cc1ccc(Cc2nsc(N(CCC(=O)N(CCN(C)C)Cc3ccccc3)Cc3ccco3)n2)cc1
  -3 | -1 | 12
- CCOC(=O)C1CCN(C(c2ccccc2Cl)C2Sc3nc(CC)nn3C2=O)CC1 (stereo unspecified)
  -9 | -8 | 0
- CCSc1oc(-c2ccco2)nc1S(=O)(=O)c1ccccc1
  . | -1 | 1
- Cc1ccccc1N1C(=O)CC(SC2=NCCS2)C1=O (stereo unspecified)
  . | -9 | 2
- C#CCN(Cc1ccco1)CC(O)COCC (stereo unspecified)
  . | -13 | 17
- CC12CC3CC(C)(C1)CC(C(=O)N[C@H]1COC[C@@H]1N1CCOCC1)(C3)C2
  . | -9 | 9
- Cc1cc(CSc2ncc(C#N)c(N)n2)no1
  . | -3 | 1
- Cc1nn(C)c(Cl)c1-c1nc2c([nH]1)c(C)nn2Cc1ccccc1Cl
  -7 | -1 | 6
- COc1ccccc1CN(CCC(C)C)CC(O)COCc1ccco1 (stereo unspecified)
  -5 | -4 | 14
- CCOc1ccc(-c2cnc(C3CCN(CCOC)CC3)[nH]2)cc1
  . | -11 | 10
- COc1cccc(N2C(=S)N(c3ccccc3)C3CS(=O)(=O)CC32)c1 (stereo unspecified)
  . | -2 | 2
- Cc1ccc2nc(C)c(NC(=O)c3cccs3)c(=O)n2c1
  . | -9 | 3
- O=C(CC1CCCCC1)NS(=O)(=O)c1cccc2nsnc12
  . | -11 | 10
- O=C(c1ccc([N+](=O)[O-])cc1)N1CCSC1c1cccc(Oc2ccccc2)c1 (stereo unspecified)
  -5 | -4 | 9
- CC1CN(C)c2ccccc2CN1CC(=O)NCc1ccc(F)cc1 (stereo unspecified)
  . | -8 | -17
- Cn1cc(Cl)c(C(=O)NC(C)(C)CN2CCCCCC2)n1
  -6 | -12 | .
- COC(=O)CN(C)Cc1cccc(C(=O)Nc2c(C)cc(C)nc2C)c1
  -14 | -10 | 6
- O=C1Cc2cc(CCN3CCN(c4nsc5ccccc45)CC3)c(Cl)cc2N1
  . | -1 | -6
- Cc1nc2c(c(C)c1CCC(=O)O)c(=O)[nH]n2C
  . | 5 | -9
- Cc1ccc2ncn(C3CCN(C(=O)c4ccc(N(C)C)cc4)CC3)c2c1
  2 | -2 | .
- CCCCn1nnnc1NCc1cccc(OCC)c1
  . | -5 | 0
- CN1CCN(/N=C2\CCc3c(Cl)cccc32)CC1
  . | 0 | 1
- Cc1nc2ccc(C(=O)N3CCc4c(cnn4-c4ccc(Cl)cc4)C3)cc2[nH]1
  . | -11 | 0
- CCN(C(=O)NC1CCCCC1)C(C)c1nc2ccccc2c(=O)n1-c1cc(OC)cc(OC)c1Br (stereo unspecified)
  -5 | -7 | 5
- CCN1C(=O)NC(c2ccccc2[N+](=O)[O-])C(C(=O)OCCOC)=C1C (stereo unspecified)
  . | -5 | -1
- CSc1nnc(CC2CCN(c3cc(NC(C)C)ncn3)CC2)n1C
  . | -5 | 1
- Cc1noc(C)c1CN1CCC(NC(=O)C2CCCCC2)CC1
  . | -6 | 4
- Cc1cccc(CC(=O)N2CCC(n3nccc3NC(=O)c3ccc4c(c3)OCO4)CC2)c1
  -8 | -4 | 24
- Cc1cc(C)c2sc(N(CCCN(C)C)C(=O)c3ccn(C)n3)nc2c1
  -3 | -5 | .
- CCN(CC)c1ccc2cc(C(N)=O)c(=Nc3cccc(C(N)=O)c3)oc2c1
  7 | 15 | -4
- Cc1nc(C(C)NC(=O)CCN2CCN(C)CC2)c(C)s1 (stereo unspecified)
  -7 | -17 | .
- COc1ccc(NC(=O)CSCc2ccccn2)cc1OC(F)F
  . | 6 | 0
- O=C(Nc1ccc(-n2nc(OCc3ccc(F)cc3)nc2-c2ccccc2F)cc1)c1cccs1
  -4 | -1 | -3
- O=C(NCc1cc(Cl)ccc1OC(F)F)NC1CCC(O)CC1 (stereo unspecified)
  . | -9 | 2
- CCOc1cccc2cc(C(=O)Nc3nnc(-c4cc(C)n(C)n4)o3)oc12
  0 | -2 | -9
- Cn1cccc1C(=O)OC1CCC(NC(=O)OCC(F)(F)F)CC1 (stereo unspecified)
  . | 4 | 2
- CN(Cc1ccccc1NS(=O)(=O)c1ccc(S(=O)(=O)N(C)C)cc1)C1CCCCC1
  . | -6 | 2
- N#CCN(CC#N)C(=O)COc1cc(Cl)cc(Cl)c1
  . | 0 | -5
- Cn1cc(C(=O)Nc2ccc(F)c(C(F)(F)F)c2)c2[nH]c(=O)n(-c3ccc(Cl)cc3)c(=O)c21
  . | -8 | 1
- O=C(NCc1ccco1)c1ccccc1N1CCC(NC(=O)C2CCCC2)CC1
  -5 | -4 | -1
- CC(C)NC(=O)NC1CC(=O)N(C(C)(C)C)C1 (stereo unspecified)
  . | -2 | 3
- CC1(C)CC(=O)C(C2C3=C(CC(C)(C)CC3=O)OC3=C2C(=O)CC(C)(C)C3)C(=O)C1
  . | -2 | 0
- O=C1CCCc2cc(S(=O)(=O)NCCC3CCCC3)ccc2N1
  -11 | -4 | 6

# (listing goes on)
Compound,mcGAS lum,hcGAS inh,NPYLR7 ag
CC(NC(=O)C1CCCN1C(=O)C1CC1)c1ccc(Br)cc1 (stereo unspecified),-14,-7,-7
CN1CCC(CN(C)C(=O)c2csc(CCc3ccccc3)n2)C1 (stereo unspecified),.,-10,5
Cc1nc(-c2cccc(C(F)(F)F)c2)nc(N2CCN(C(=O)c3ccccc3F)CC2)c1Cc1ccccc1,-4,-3,23
CC(=O)NCCNc1cc(-n2nc(C)cc2C)nc(C)n1,-5,-2,-1
CCOC(=O)c1[nH]c(C)c(C(=O)CN(C2CC2)S(=O)(=O)c2ccc(Cl)cc2)c1C,-4,-6,.
O=C1CSC(c2ccc(Br)cc2)N1c1ccccn1 (stereo unspecified),-5,-3,23
COc1ccc(S(=O)(=O)NC(=O)Cc2cccc(C)c2)cc1C,.,-10,8
CCC(C)NC(=O)c1nn(-c2ccccc2)c(=O)n(CC)c1=O (stereo unspecified),-7,-3,17
O=C(Nc1ccccc1Cc1ccccc1)C1=COCCO1,.,-5,-7
COc1ccccc1S(=O)(=O)Nc1ccc(C(F)(F)F)cc1,-6,-14,7
CSc1nc2c(-c3ccccc3)c[nH]c2c(=O)n1Cc1ccccc1,-5,-4,0
CCOC(=O)N1CCN(Cc2c(C(=O)N3CCCCCCC3)nc3sccn23)CC1,-3,0,-8
O=C1C2C3c4ccccc4C(c4ccccc43)C2C(=O)N1CCN1CCCCC1 (stereo unspecified),.,4,10
CC(C)COc1nc(-c2ccc(F)cc2)n(-c2ccc(NC(=O)C3CCC3)cc2)n1,-5,-6,-1
CCn1c(CC2CCNCC2)nn(Cc2nccs2)c1=O,-9,-2,-2
CCNC(=O)c1cccc(C)c1OCc1ccccc1,-8,-12,7
COC(=O)c1cc(NCc2c(F)cccc2Cl)ccc1N1CCOCC1,.,0,-6
COc1ccccc1CN1CCC(CN(CC(C)C)C(=O)c2cc(C)nc(C)n2)CC1,-9,-4,5
FC(F)(F)c1nc(Nc2ccc3c(c2)OCCCO3)c2ccccc2n1,.,0,9

# Hits appear at their usual frequency, and some 0.29% of all compounds hit somewhere here.
